High-throughput results as filed in PubChem BioAssay.
ARNT TACC3 PPI = disruptors of ARNT/TACC3 protein interaction, primary screen, biochemical, AlphaScreen, single concentration. Transforming acidic coiled-coil-containing protein 3 (Homo sapiens), Q9Y6A5. AID 623870, 2012. 390,000 compounds, 0.66% hits. inhibition, % at 9.99 µM. AlphaScreen His-ARNT PAS-B/GST-TACC3 binding, luminescence; TACC3 fragment carries E629A point mutation;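 active = mean inhibition of replicates at least 50% and at least half of replicates each reaching 50%; inconclusive = half or more replicates reach 50% but mean below 50%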;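 note: 0% = complete ARNT plus TACC3 wells and 100% = ARNT alone without TACC3; many hits fall short of the cut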
PglD DTNB = C. jejuni PglD acetyltransferase inhibitors, primary screen, biochemical, DTNB colorimetric, single point | purified PglD enzyme, DTNB colorimetric CoA detection | inhibition, % at 12.5 µM | 360,000 compounds, 0.098% hits | UDP-N-acetylbacillosamine N-acetyltransferase PglD (Campylobacter jejuni); in the data active = inhibition above about 16%, passing the limit was not always enough; inconclusive = no clear call, values can overlap the other calls; note: strong numbers were not always called active
Casp6 inh = human caspase-6 inhibitors, primary screen, biochemical, VEID-R110 fluorescence, single point, set 2; purified caspase-6, Z-VEID-R110 cleavage fluorescence; inhibition, % at 12.5 µM; 350,000 compounds, 0.53% hits;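 active = mean inhibition across replicates at least about 35%, with every replicate also reaching that limit, limit read from the data; inconclusive = only one of the two criteria met; inactive = neither criterion met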;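 note: 0% = median of neutral control wells and 100% = no fluorescence left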
Target sequence (P55212 24-179 limits assumed): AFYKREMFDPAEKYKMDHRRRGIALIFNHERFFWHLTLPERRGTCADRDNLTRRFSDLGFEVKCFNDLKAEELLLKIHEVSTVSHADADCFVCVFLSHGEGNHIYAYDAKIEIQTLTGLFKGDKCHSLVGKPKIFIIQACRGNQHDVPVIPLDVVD
Target sequence (P55212 194-293 limits assumed): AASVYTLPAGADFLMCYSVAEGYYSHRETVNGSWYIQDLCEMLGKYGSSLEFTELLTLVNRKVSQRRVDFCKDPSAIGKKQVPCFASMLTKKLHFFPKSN
RAD54 inh = inhibitors of human RAD54 branch migration, primary screen, biochemical, fluorescence, single point | 360,000 compounds, 0.14% hits | inhibition, % at 10.4 µM | AID 602329, 2012 | RAD54 Holliday junction branch migration, FAM/BHQ fluorescence;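 active = mean normalized replicate activity at least 40 and at least half of replicates scoring 40 or more; inconclusive = only one of the two criteria met; inactive = mean below 40 and under half of replicates reaching 40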;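 note: 0% = median of neutral control wells and 100% = median of positive control wells; inhibitors cause a drop in the FAM fluorescence signal; in these data hits start at about 50%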
RAD52 inh = RAD52 DNA annealing inhibitors, primary screen, biochemical, FRET, single point, set 2 | DNA repair protein RAD52 homolog (Homo sapiens), P43351 | recombinant RAD52 DNA annealing, FRET fluorescence | inhibition, % at 18.7 µM | 360,000 compounds, 0.46% hits | AID 651710, 2012;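 active = every replicate showing at least 50% inhibition; inconclusive = mean inhibition at least 50% but not in every replicate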
ERp5 inh = inhibitors of ERp5-driven insulin aggregation, primary screen, biochemical, turbidity, absorbance 650 nm, single point | Protein disulfide-isomerase A6 (Homo sapiens), Q15084 | 90 min | inhibition, % at 9.99 µM | 350,000 compounds, 0.05% hits | AID 651711, 2012;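 active = mean replicate inhibition above about 25%, with every replicate also reaching it, limit read from the data, passing the limit was not always enough; inconclusive = only one of those two criteria met; inactive = neither criterion met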
esBAF inh = Bmi1 luciferase reporter increase in mESCs, primary screen, esBAF inhibitor project, mouse ES cells, Bmi1 luciferase knock-in, single point | reporter increase, % at 12.5 µM | 350,000 compounds, 2% hits | 24 h; 100% = twice the neutral-well signal; in the data active = activation above about 40%; inconclusive = no clear call, values can overlap the other calls;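 note: 0% = median of the plate's neutral control wells and 100% = double that signal; a rise in the Bmi1 reporter signal indicates esBAF inhibition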
E-sel inducer = E-selectin induction in HUVECs, primary screen, imaging, HUVEC, immunofluorescence imaging, single point. activation, % at 7.58 µM. P16581. 260,000 compounds, 0.37% hits. normalized: neutral wells 0, TNF-alpha wells 100. AID 686992, 2013;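 active = mean E-selectin-positive cell signal at least 10% of the positive control, reached in at least 60% of replicates, without over 20% cell loss; inconclusive = no rule given, readout overlaps actives, possibly toxicity-flagged; inactive = the rest, including those meeting only one limit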;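 note: in these data hits start at about 27%; measured in HUVEC primary endothelial cells; signal is the percent of cells scored E-selectin positive by PE staining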
Target sequence (P16581 whole entry, looked up): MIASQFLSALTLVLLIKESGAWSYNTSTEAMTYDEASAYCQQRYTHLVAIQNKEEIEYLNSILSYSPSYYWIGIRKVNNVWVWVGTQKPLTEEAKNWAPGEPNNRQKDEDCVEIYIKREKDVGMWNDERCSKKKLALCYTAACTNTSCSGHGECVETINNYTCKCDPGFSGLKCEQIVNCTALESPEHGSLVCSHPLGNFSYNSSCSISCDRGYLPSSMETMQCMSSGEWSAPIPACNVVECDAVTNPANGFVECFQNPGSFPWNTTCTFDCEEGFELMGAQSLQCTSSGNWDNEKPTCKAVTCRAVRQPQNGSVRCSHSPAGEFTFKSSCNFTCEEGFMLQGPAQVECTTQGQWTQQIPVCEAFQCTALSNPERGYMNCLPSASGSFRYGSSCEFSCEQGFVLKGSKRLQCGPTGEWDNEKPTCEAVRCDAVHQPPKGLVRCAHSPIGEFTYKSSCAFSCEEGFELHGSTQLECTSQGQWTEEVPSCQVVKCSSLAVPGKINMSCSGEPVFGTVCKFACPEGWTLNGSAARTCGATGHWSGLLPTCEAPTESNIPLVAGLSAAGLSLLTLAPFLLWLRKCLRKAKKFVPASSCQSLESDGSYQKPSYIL
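System: HUVEC / Compound: single concentration / Signal: immunofluorescence imaging / Read-out: percent E-selectin-positive cells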
Active calls of the source: *; ? = inconclusive; nt = not tested or not shown; & = joins results of further samples.

SMILES	ARNT TACC3 PPI	PglD DTNB	Casp6 inh	RAD54 inh	RAD52 inh	ERp5 inh	esBAF inh	E-sel inducer
COc1ccc(NC(=O)N(C)C[C@H]2Oc3c(NS(=O)(=O)c4ccc(C)cc4)cccc3C(=O)N([C@@H](C)CO)C[C@@H]2C)cc1	20	6	1	0	12	-1	1	1.2
CCOC(=O)CNC(=O)Cn1cnc2c(oc3ccccc32)c1=O	4	2	0	0	-8	7	14	1.3
COc1ccccc1NC(=O)N[C@@H]1CC[C@H](CCn2cc(-c3ccccc3OC)nn2)O[C@@H]1CO	-24	-41	-5	0	3	1	5	-0.2
CC(OC(=O)[C@@H](NC(=O)c1ccco1)C(C)C)C(=O)Nc1ncc(Cl)cc1Cl (some centres undefined)	-9	2	4	-2	-12	4	2	-0.9
CN1C(=O)NC(c2ccc([N+](=O)[O-])cc2)C2=C1CC(C)(C)CC2=O (centres undefined)	2	1	4	-2	-5	6	-5	nt
CCCc1cc(=O)[nH]c(SCc2nc3ccc([N+](=O)[O-])cc3[nH]2)n1	-4	nt	13	nt	-2	4	nt	0.1
CCOc1ccc(C(c2c(O)nc(SC)n(C)c2=O)c2c(O)nc(SC)n(C)c2=O)cc1	-2	2	nt	-2	nt	nt	-5	nt
CCC(C)C(NC(=O)c1ccccc1NC(=O)c1ccco1)C(=O)NNC(=O)c1ccncc1 (centres undefined)	-7	nt	0	nt	-21	-4	-6	-0.2
Cc1nc(-c2ccc(NC(=O)C3CCCCC3)cc2)cs1	-6	-2	nt	-4	nt	nt	68*	nt
CNC[C@@H]1OCCCC[C@@H](C)Oc2ccc(N(C)C)cc2C(=O)N([C@H](C)CO)C[C@H]1C	0	1	0	-13	-301	5	2	0.4
O=C1[C@H](Cc2ccccc2)NCCCC[C@H](c2ccc(Cl)cc2)N1Cc1ccccc1	-6	2	-1	10	-1	5	-4	-0.2
Cc1noc(C)c1S(=O)(=O)N(C)C[C@H]1Oc2ccc(NC(=O)Nc3ccc4c(c3)OCO4)cc2CC(=O)N([C@@H](C)CO)C[C@@H]1C	nt	1	3	-1	-8	-8	1	-10.0
Cc1ccc(OCC(=O)NNC(=O)c2ccc(F)c(S(=O)(=O)N3CCOCC3)c2)cc1C	nt	-4	-5	-2	-22	0	3	nt
O=C1CN(S(=O)(=O)Cc2ccccc2)C[C@@H]2[C@H](c3ccc(C#Cc4ccccc4)cc3)[C@@H](CO)N12	nt	nt	4	nt	-37	-3	nt	-0.1
C=CCn1c(CNS(=O)(=O)c2ccc(Br)cc2)n[nH]c1=S	-3	-7	1	0	-14	10	3	0.0
CCOC(=O)c1cnc(COc2ccc(OC)cc2)[nH]c1=O	-2	nt	-5	nt	-3	2	nt	0.8
COc1cccc(CNC(=O)Cn2nc([N+](=O)[O-])c(Br)c2C)c1	0	-2	0	3	-5	5	2	nt
C=CCN(c1ccccc1)S(=O)(=O)c1cccc(C(=O)NNC(=O)c2ccncc2)c1	-6	-6	1	-14	-14	-3	10	-0.4
O=C(CCC(=O)N(CC(=O)NC1CCCCC1)c1ccccc1F)Nc1nccs1	-12	0	-1	-2	-9	-1	-4	0.4
O=C(CNC(=S)N(Cc1ccccc1F)C1CCCCC1)NCC1CCCO1 (centres undefined)	-5	nt	-1	nt	-14	4	nt	?
C[C@H](CO)N1C[C@H](C)[C@@H](CN(C)S(=O)(=O)c2cn(C)cn2)Oc2cc(C#Cc3cccc(F)c3)ccc2S1(=O)=O	6	0	0	-2	-3	-5	0	-0.1
C[C@H](CO)N1C[C@H](C)[C@H](CN(C)Cc2ccccc2)Oc2ccc(NC(=O)Nc3ccc(F)cc3)cc2C1=O	7&6	1&-3	2&-1	-3&-3	18	3&1	-3&1	0.0&0.0
COc1ccc(C(C(=O)NC2CCCC2)N(CCO)C(=O)Cn2nnc(-c3ccc(C)o3)n2)cc1OC (centres undefined)	-2	2	-1	12	-9	2	1	0.6
CCCCCC(=O)Nc1nc(C)c(-c2csc(Nc3cc(Cl)ccc3OC)n2)s1	-7	-7	-1	-2	-13	-6	-3	-0.2
O=C(COC(=O)C1CCCCC1)Nc1ccccc1OC(F)F	nt	nt	0	nt	-8	4	nt	0.2

As a short view, some entries already given:
SMILES	ARNT TACC3 PPI	PglD DTNB	Casp6 inh	RAD54 inh	RAD52 inh	ERp5 inh	esBAF inh	E-sel inducer
COc1ccc(NC(=O)N(C)C[C@H]2Oc3c(NS(=O)(=O)c4ccc(C)cc4)cccc3C(=O)N([C@@H](C)CO)C[C@@H]2C)cc1	20	6	1	0	12	-1	1	1.2
CCOC(=O)CNC(=O)Cn1cnc2c(oc3ccccc32)c1=O	4	2	0	0	-8	7	14	1.3
COc1ccccc1NC(=O)N[C@@H]1CC[C@H](CCn2cc(-c3ccccc3OC)nn2)O[C@@H]1CO	-24	-41	-5	0	3	1	5	-0.2
CC(OC(=O)[C@@H](NC(=O)c1ccco1)C(C)C)C(=O)Nc1ncc(Cl)cc1Cl (some centres undefined)	-9	2	4	-2	-12	4	2	-0.9
CN1C(=O)NC(c2ccc([N+](=O)[O-])cc2)C2=C1CC(C)(C)CC2=O (centres undefined)	2	1	4	-2	-5	6	-5	nt
CCCc1cc(=O)[nH]c(SCc2nc3ccc([N+](=O)[O-])cc3[nH]2)n1	-4	nt	13	nt	-2	4	nt	0.1

The listing continues:
SMILES	ARNT TACC3 PPI	PglD DTNB	Casp6 inh	RAD54 inh	RAD52 inh	ERp5 inh	esBAF inh	E-sel inducer
Cc1ccc(S(=O)(=O)N(C)C[C@@H]2Oc3cc(Br)ccc3S(=O)(=O)N([C@@H](C)CO)C[C@@H]2C)cc1	12	-2	0	-9	19	1	-2	0.1
CCN=C1SC(CC(=O)Nc2sc(C)c(C)c2C(=O)OC)C(=O)N1CC (centres undefined)	-8	-26	nt	-5	nt	nt	-1	nt
COc1ccc(-c2nn(-c3ccccc3)cc2C(=O)N2CCN(C(=O)c3ccco3)CC2)cc1	-3	-4	2	-2	-12	-8	1	1.1
Cc1ccc2nsnc2c1S(=O)(=O)NCc1cccnc1	-5	2	nt	1	nt	nt	-1	nt
COc1ccccc1NC(=O)c1ccc(S(=O)(=O)NCc2ccco2)cc1	3	0	0	3	-4	7	-4	nt
CC(C)c1ccc(C(=O)NCCCN(C)C)cc1	31	-8	nt	5	nt	nt	nt	0.2
O=C(NNS(=O)(=O)c1ccccc1)C1CC(c2cccnc2)=NO1 (centres undefined)	-3	nt	3	nt	-28	7	nt	nt
O=C(NC1CCCCCCC1)c1cc(COc2ccc3ncccc3c2)on1	-7	nt	-1	nt	-16	4	nt	0.5
COc1ccc(CCNc2oc(COc3ccccc3F)nc2C#N)cc1OC	11	-4	nt	9	nt	nt	-8	nt
CC1=NN(c2ccc(C(=O)O)cc2)C(=O)CC1	-4	4	-6	-3	-2	3	8	3.4
Cc1cccc(-n2cc(CNCCc3nc(C)cc(C)n3)c(-c3cccc(F)c3)n2)c1	10	1	-1	-11	-32	1	10	-0.1
CC[C@H](C)[C@H](NC(N)=O)C(=O)Nc1ccc(OC)c(Cl)c1	4	-1	-3	7	-4	-2	2	6.7
COc1ccccc1CNC(=O)CCNS(=O)(=O)c1ccc2[nH]c(=O)oc2c1	-29	11	6	9	-17	1	1	nt
Cc1nn(Cc2ccc(Cl)cc2Cl)c(C)c1NC(=O)CCl	9	-5	nt	-4	nt	nt	-23	0.2
CC(C)C[C@H]1CNC(=O)C(=O)N1C[C@@H]1CCCN1C[C@H](Cc1ccccc1)N1C[C@H](Cc2ccccc2)N(CCc2ccccc2)C(=O)C1=O	nt	nt	5	nt	31	1	nt	0.0
CC(C)NC(=O)N(C)C[C@H]1OCCCC[C@@H](C)Oc2ccc(NC(=O)Nc3ccccc3)cc2C(=O)N([C@H](C)CO)C[C@@H]1C	1	2	-1	4	6	-4	nt	nt
Cc1ccc(OCc2cc(C(=O)N3CCC(Oc4cccnc4)CC3)no2)cc1C	0	0	-1	0	-12	-3	10	nt
CCOC(=O)c1c(NC(=O)CSc2nnnn2C)sc(C(=O)N(C)C)c1C	-8	nt	-3	nt	-7	5	nt	2.3
CCOC(=O)COc1cc2c3c(c(=O)oc2cc1C)CCCC3	-13	3	nt	2	nt	nt	-3	nt
Cc1cc2cc(CCNC(=O)CCc3ccccc3)c(=O)[nH]c2cc1C	-10	3	1	-6	-7	1	-9	-0.2
O=C(C1CC1)N1CC2(C1)[C@H](c1ccccc1)[C@@H](CO)N2Cc1nccs1	nt	nt	-3	nt	-6	-4	nt	0.1
Cc1cc(C(C)(C)C)oc1C(=O)N(CC(=O)NC1CCCC1)c1cccc(C(F)(F)F)c1	-7	0	nt	-1	nt	nt	-1	nt
Cc1ccc(S(=O)(=O)N2C[C@@H]3CCCC[C@@H]3[C@@H](C)[C@H]2c2cn(Cc3ccccc3)c3ccccc23)cc1	-5	-3	-1	-8	6	-1	-18	0.1
COc1ccc(OC)c(C(=O)COC(=O)c2cccnc2Cl)c1	-2	-1	1	-1	-6	-2	0	nt
CCCNC(=O)N1CC2(CN(CC3CCOCC3)C2)c2c(n(C)c3cc(OC)ccc23)[C@H]1CO	nt	nt	0	nt	-10	-4	nt	0.2
(listing goes on)
SMILES	ARNT TACC3 PPI	PglD DTNB	Casp6 inh	RAD54 inh	RAD52 inh	ERp5 inh	esBAF inh	E-sel inducer
COc1cc(OC)cc(C(=O)Nc2nnc(SCC(=O)NCc3ccco3)s2)c1	-4	-8	0	-11	-13	2	7	0.6
COc1cc(-c2nc(-c3ccccc3)c(-c3ccc(F)cc3)[nH]2)cc2c1OCO2	-3	5	nt	-7	nt	nt	-4	-0.3
Cc1cc(C(=O)Nc2cccc3c2O[C@@H](CN(C)S(=O)(=O)c2ccccc2)[C@H](C)CN([C@@H](C)CO)C3=O)n(C)n1	-27	3	1	-5	-37	-2	1	0.2
C[C@@H]1CN([C@@H](C)CO)S(=O)(=O)c2ccc(C#C[C@@H](C)O)cc2O[C@H]1CN(C)C(=O)Cc1ccccn1	0	2	2	4	2	-6	-1	0.1
COc1ccc(S(=O)(=O)Cc2ccc(C(=O)NCCCN(C)c3ccccc3)o2)cc1	-6	10	nt	-2	nt	nt	2	nt
Cc1ccc(NC(=O)C2=CCN(S(=O)(=O)c3ccc(F)cc3)CC2)c(C)c1	-5	-5	-1	-9	-11	-3	3	nt
CCOC(CCn1c(SCC(=O)Nc2cc(C)on2)nc2ccccc2c1=O)OCC	nt	0	-4	1	-15	-7	-6	nt
CCOCCCNS(=O)(=O)Cc1ccccc1	-2	5	nt	5	nt	nt	-1	nt
COc1ccccc1CNN	-7	nt	-4	0	-13	0	3	1.9

Three entries from above, with values under each structure.
The line under a structure holds: ARNT TACC3 PPI | PglD DTNB | Casp6 inh | RAD54 inh | RAD52 inh | ERp5 inh | esBAF inh | E-sel inducer
- COc1cc(OC)cc(C(=O)Nc2nnc(SCC(=O)NCc3ccco3)s2)c1
 : -4 | -8 | 0 | -11 | -13 | 2 | 7 | 0.6
- CC(C)c1ccc(C(=O)NCCCN(C)C)cc1
 : 31 | -8 | nt | 5 | nt | nt | nt | 0.2
- COc1ccccc1NC(=O)c1ccc(S(=O)(=O)NCc2ccco2)cc1
 : 3 | 0 | 0 | 3 | -4 | 7 | -4 | nt
